Bioassay records deposited in PubChem by several laboratories.
GlmU inhibition: inhibition of mycobacterial GlmU enzyme – biochemical, glucosamine-1-phosphate acetyltransferase (AID 1376); one-dose inhibition, %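 (tested at 30 µM in the primary screen)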; IC50 in µM for titrated hits; 220,000 compounds, 0.25% hits; M. tuberculosis GlmU acetyltransferase enzyme assay; higher % means a stronger effect; in the data active means inhibition above about 13%; inconclusive means no clear call, values can overlap the other calls;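 further: 0% = complete reaction with vehicle and 100% = reaction without substrate; strong numbers were not always called active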
Mtb RmlCD inh: inhibitors of Mycobacterium tuberculosis RmlC and RmlD coupled enzymes | P9WH09+P9WH11 | RmlC+RmlD coupled enzyme assay, percent inhibition; primary screen in compound mixtures | inhibition, % at 3.6 µM | 160,000 compounds, 0.03% hits | AID 1533; in the data active means inhibition mostly above about 34%, no sharp cut-off; inconclusive means no clear call, values can overlap the other calls; inactive means mostly below about 22%; further: some results filed as inactive read as strong as hits
Target sequence (P9WH09 whole entry, looked up): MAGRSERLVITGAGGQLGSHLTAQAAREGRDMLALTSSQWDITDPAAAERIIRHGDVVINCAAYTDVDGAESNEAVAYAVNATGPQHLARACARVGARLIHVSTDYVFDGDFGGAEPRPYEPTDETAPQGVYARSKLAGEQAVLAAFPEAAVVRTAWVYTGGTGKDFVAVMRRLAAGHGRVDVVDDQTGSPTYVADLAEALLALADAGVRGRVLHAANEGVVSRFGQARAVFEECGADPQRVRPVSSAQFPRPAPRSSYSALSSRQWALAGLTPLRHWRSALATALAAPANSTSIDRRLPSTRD
Target sequence (P9WH11 whole entry, looked up): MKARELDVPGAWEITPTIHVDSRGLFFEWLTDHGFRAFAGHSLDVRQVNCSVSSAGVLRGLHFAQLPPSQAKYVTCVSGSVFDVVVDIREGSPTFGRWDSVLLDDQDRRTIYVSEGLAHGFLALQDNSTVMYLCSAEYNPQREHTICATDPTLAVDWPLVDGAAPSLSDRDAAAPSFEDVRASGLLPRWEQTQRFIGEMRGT
Numbers without * were called inactive; ? = inconclusive; . = no result given. A portion of the library, so the mix of outcomes need not match the whole.

SMILES	GlmU inhibition	Mtb RmlCD inh
Cc1ccc(-c2nnc(SCC(=O)N3CC(C)CC(C)C3)o2)cc1C (configuration not stated)	-3.6%	7.2
O=C(Nc1ccc(N2CCOCC2)nc1)c1ccc(Cl)cc1	-1.0%	-2.5
CC(C)(C)c1cc(C(=O)NNC(=O)c2ccc(C(F)(F)F)cc2)no1	-0.6%	2.1
CCOC(=O)C1=NNC2C(=O)N(CC)C(=O)C12 (configuration not stated)	-3.6%	.
O=C(c1cc2ccccc2o1)N1CCN(S(=O)(=O)c2cccs2)CC1	3.8%	-4.2
Oc1ccc(CN2CCN(Cc3ccccc3)CC2)c2cccnc12	-2.5%	.
Cc1ccc(Cn2c(CN(C)Cc3ccccc3)nc3c2c(=O)n(C)c(=O)n3C)cc1	-2.6%	10.9
CNS(=O)(=O)c1cccc(C(=O)OCC(=O)Nc2ccc(Cl)cc2F)c1	5.1%	5.4
COc1ccccc1CNCc1cc(OC)c(OC)c(OC)c1	5.8%	6.4
CC(C)(C)NC(=O)c1ccc(NC(=O)CSc2ccccc2)cc1	-2.5%	-9.9
CN(C)CCCNC(=O)/C(=C\C=C\c1ccccc1)NC(=O)c1ccc([N+](=O)[O-])cc1	-3.2%	-8.4
COc1cc(CC(=O)OCC(=O)Nc2ccc(S(=O)(=O)N3CCCC3)cc2)cc(OC)c1OC	-4.1%	.
O=C(Nc1ccc(C(F)(F)F)cc1-c1ccccc1)c1ccccc1	0.8%	20.9
N#Cc1cccc(-n2c(-c3ccccc3)nnc2-c2ccccc2)c1C#N	3.9%	.
c1ccc(Cn2c(NCc3ccco3)nc3ccccc32)cc1	-2.0%	.
COc1cccc2[nH]c3c(N4CCC5(CC4)OCCO5)ncnc3c12	1.5%	12.0
COc1ccccc1NC(=O)CSc1nc2sc(C)c(C)c2c(=O)n1Cc1ccco1	-1.0%	.
O=C(NC(=S)NCC1CCCO1)c1cccc([N+](=O)[O-])c1 (configuration not stated)	-8.2%	-6.8
Cc1ccc(N(C(=O)c2ccc(Br)o2)C2C=CS(=O)(=O)C2)cc1 (configuration not stated)	2.8%	-4.5
C[N+](C)(CC#Cc1ccccc1)CC(=O)c1ccccc1	0.6%	.
COc1ccc2[nH]c(=O)c(CN(Cc3cccs3)C(=S)Nc3ccccc3)cc2c1	-0.2%	.
CC1CCN(CCNC(=O)CN(C)S(=O)(=O)c2cccc3nsnc23)CC1	0.0%	.
Cc1ccc(/C=N/NC(=O)CSc2nnc(-c3ccc(Cl)cc3)n2-c2ccccc2)o1	7.2%	.
NC(=O)c1ccc(Oc2ccc(Cl)cc2)c([N+](=O)[O-])c1	-3.4%	?
O=[N+]([O-])c1ccc(Sc2cccc3cccnc23)cc1	4.5%	105.6

Profiles from above.
COc1cccc2[nH]c3c(N4CCC5(CC4)OCCO5)ncnc3c12 across the screens: GlmU inhibition = 1.5%; Mtb RmlCD inh = 12.0
CCOC(=O)C1=NNC2C(=O)N(CC)C(=O)C12 (configuration not stated) across the screens: GlmU inhibition = -3.6%; Mtb RmlCD inh = .

Additional entries.
SMILES	GlmU inhibition	Mtb RmlCD inh
CCc1ccc(NC(=O)CCN2C(=O)c3cccnc3C2=O)cc1	2.7%	21.5
CCc1[nH]nc2c1C(c1cccc(OC(=O)N3CCOCC3)c1)C(C#N)=C(N)O2 (configuration not stated)	2.1%	5.0
CCOC(=O)c1oc2ccc(S(=O)(=O)n3nc(-c4ccc(Cl)cc4)cc3N)cc2c1C	7.9%	.
O=C1CCCC/C1=C\Nc1ccc(Cl)cn1	6.0%	-3.4
Cc1ccc(NC(=O)N2CCSc3ccccc32)cc1	3.5%	-6.8
C=CCNC(=O)CN(c1cc(Cl)ccc1OC)S(=O)(=O)c1ccc(C)c([N+](=O)[O-])c1	0.3%	-3.4
CCOC(=O)/C=c1\sc2n(c1=O)CCN=2	0.9%	8.6
COc1ccc(-c2nnc(NC(=O)C3CCCO3)s2)cc1 (configuration not stated)	1.9%	.
O=C(O)c1nn(CC(=O)N2CCCCCC2)c(=O)c2ccccc12	8.3%	-7.1
C=CCNC(=S)NNC(=O)COc1c(Cl)cc(Cl)cc1Cl	0.9%	-6.6
CCOC(=O)c1cnc2c(OC)cccc2c1NCc1cccnc1	-3.1%	10.0
CCCOC(=S)Nc1ccccc1	3.1%	-0.2
COc1cc(OC)c(C2SCCS2)c(OC)c1	-2.2%	.
O=C(Cn1nnc2c(cnn2-c2ccc(F)cc2)c1=O)c1ccccc1F	2.3%	.
CCCn1c(SCC(=O)OCc2ccccc2)nc2c1c(=O)n(C)c(=O)n2C	-4.7%	-1.3
COc1ccccc1/C=N/n1c(N)c(C(=O)NC2CCCCC2)c2nc3ccccc3nc21	5.2%	10.3
CC1CCCC(C)N1C(=O)c1cc2ncc(CCCl)cn2n1 (configuration not stated)	-4.1%	7.7
CCOc1ccc(NC(=O)CN(C)S(=O)(=O)c2cnc[nH]2)cc1	-1.1%	-13.0
CN1C=CC2=C(C#N)C(N)C(C#N)(C#N)C(c3ccccc3)C2C1 (configuration not stated)	.	-11.3
CCOC(=O)c1c(NC(=O)CS(=O)(=O)c2cn(CC)c3ccccc23)sc2c1CCCC2	4.9%	.
Cc1cc(O)ccc1N/C=C1\CCCC1=O	2.9%	-13.7
Cc1ccc(SCc2nc3ccccc3n2CC(=O)Nc2ccccc2)cc1	1.1%	.
COc1cc(OC)nc(NC(C)=O)n1	-1.7%	-6.4
Cc1ccc(C)c(NC(=S)N/N=C/C(C)c2ccccc2)c1 (configuration not stated)	-0.2%	.
CC1=C(C)CC(C(=O)NNC(=O)c2ccccc2)C(C(=O)O)C1 (configuration not stated)	1.8%	5.7
Next section
SMILES	GlmU inhibition	Mtb RmlCD inh
Cc1ccc2cccnc2c1NC(=S)NC(=O)c1ccccc1	-1.9%	5.4
CCN(CC)CCCN1C(=O)c2oc3ccccc3c(=O)c2C1c1cccc(OC)c1OC (configuration not stated)	1.1%	.
CCOC(=O)COc1cccc2c(=O)n(CC(=O)NCCc3ccc(OC)c(OC)c3)ccc12	1.2%	.
Cc1cc(S(=O)(=O)n2ccnc2)c(Cl)cc1Cl	2.7%	-6.9
O=C(NCCCN1CCCC1=O)c1cccc(Oc2ccccc2)c1	3.9%	-17.3
CCn1c(=O)c(C(=O)CN2CCN(S(=O)(=O)c3ccc(C)cc3C)CC2)c(N)n(Cc2ccccc2)c1=O	-18.0%	10.8
COCc1n[nH]c(=S)n1-c1ccccc1	2.9%	.
COc1ccc(C(=O)NC(=S)Nc2ccc(CN3CCOCC3)cc2)cc1OC	-3.3%	-9.6
COC(=O)c1cccc(NC(=S)Nc2ccccc2Cl)c1	-0.7%	5.6
Cc1cc(C)c(NC(=S)N2CCC(N(C)CC3CCCO3)CC2)c(C)c1 (configuration not stated)	2.1%	10.5
N#Cc1c(N)sc2c1CCCCCC2	2.8%	.
O=C(Nc1cccc(C(F)(F)F)c1)c1cccnc1N1CCN(c2ccccc2)CC1	-6.3%	.
C=C(C)COc1ccc(-c2nc(N)ncc2Oc2ccccc2OC)c(O)c1	1.4%	.
CCOc1ccc(CC(=O)NCc2ccc3c(c2)cc(C)n3C)cc1	0.2%	8.4
C=CCn1c(SCC(=O)c2[nH]c(C)c(C(=O)OCC)c2C)nc2scc(-c3ccc(OC)c(OC)c3)c2c1=O	-6.4%	.
CN1CCN(c2ccc3c(c2)S(=O)(=O)c2ccccc2C3=O)CC1	-6.5%	.
COc1ccc(S(=O)(=O)n2nc(OC(=O)c3ccco3)cc2N)cc1	2.4%	.
CCOC(=O)CSc1nnc(-c2ccoc2C)n1-c1ccc(OCC)cc1	0.0%	18.4
Cc1ccc(C)n1-c1ccc(C(=O)NCc2cccnc2)cc1	8.1%	15.1
O=C(/C=C/c1cccc(O)c1)c1ccc(N2CCOCC2)cc1	5.2%	-12.5
COc1c(S(=O)(=O)Nc2cccnc2)ccc(Cl)c1Cl	-1.5%	.
COc1ccccc1-n1c(C)cc(SC)c(C(C)=O)c1=S	2.5%	5.2
CCCCCc1ccc(OCCCC[n+]2cccc(C)c2)c(CCCCC)c1	-14.3%	6.0
Cc1cc(C(=O)Nc2ncc(C)s2)c2ccccc2n1	3.7%	4.8
CCN(c1ccccc1)c1cc(C)nc2nc(C)nn12	4.1%	-9.7

Quoted at random: seven records from the list, in no set order.
SMILES	GlmU inhibition	Mtb RmlCD inh
Cc1ccc(SCc2nc3ccccc3n2CC(=O)Nc2ccccc2)cc1	1.1%	.
CC(C)(C)NC(=O)c1ccc(NC(=O)CSc2ccccc2)cc1	-2.5%	-9.9
O=C1CCCC/C1=C\Nc1ccc(Cl)cn1	6.0%	-3.4
CCOc1ccc(CC(=O)NCc2ccc3c(c2)cc(C)n3C)cc1	0.2%	8.4
CC1CCCC(C)N1C(=O)c1cc2ncc(CCCl)cn2n1 (configuration not stated)	-4.1%	7.7
c1ccc(Cn2c(NCc3ccco3)nc3ccccc32)cc1	-2.0%	.
O=C(NCCCN1CCCC1=O)c1cccc(Oc2ccccc2)c1	3.9%	-17.3

(next part)
SMILES	GlmU inhibition	Mtb RmlCD inh
O=C1NC2(CCCCC2)Oc2ccccc21	2.4%	.
CCOCC(=O)Nc1sc2c(c1C(=O)OCC)CCCC2	.	5.7
Cc1ccc(-c2nc3ccccc3s2)cc1S(=O)(=O)N1CCCC1	2.1%	2.0
COc1ccc(-n2c(O)c(/C=N/NS(=O)(=O)c3ccc(C)c([N+](=O)[O-])c3)c3ccccc3c2=O)cc1OC	5.6%	-7.5
CC(=O)Nc1ccc(C(=O)N(C)c2ccccc2)cc1	0.7%	.
CCNS(=O)(=O)c1ccc(NC(=O)c2ccccc2OCC)cc1	2.8%	26.0
O=C1OCCC1Sc1nnnn1-c1ccc(Cl)cc1 (configuration not stated)	-1.4%	.
CCCCn1c(-c2csc(CC)c2)n[nH]c1=S	4.0%	-10.1
CC1CCc2cc(F)ccc2N1S(=O)(=O)c1ccc(Cl)nc1 (configuration not stated)	-3.5%	0.8
COc1cccc(CC2(CO)CCN(C(=O)NCCc3ccccc3)CC2)c1	-1.8%	12.2
Cc1ccc(S(=O)(=O)c2cc3c(=O)n4ccccc4nc3n(C)c2=N)cc1	.	9.3
Cc1ccc(C(=O)NNC(=O)CNc2cccc(Cl)c2)cc1	0.1%	-0.7
CCOC(=O)N1CCN(S(=O)(=O)c2ccc(C)cc2)C1	-10.3%	35.0
Cc1ccc(NC(=O)N2CCCn3c(SCC(=O)c4ccccc4)nnc32)cc1	-1.9%	10.8
COc1ccc(NC(=O)C(c2ccc(C)cc2)N(C)C(=O)c2cnccn2)cc1 (configuration not stated)	0.1%	-3.3
COc1ccc2nc(SCC(=O)Nc3ccccc3C)[nH]c2c1	1.8%	-4.0
COc1ccc(-c2csc3ncn(-c4cccc(C)c4)c(=O)c23)cc1OC	7.7%	9.2
C=CCNC(C(=O)Nc1cccc(OC)c1)c1ccccc1 (configuration not stated)	6.9%	-10.7
COc1ccc(C2=NOC(C(=O)Nc3ccc(C)cc3)C2)cc1OC (configuration not stated)	5.1%	-24.8
COCCNC(=S)N(CCc1c(C)[nH]c2ccc(F)cc12)Cc1cccs1	0.5%	7.9
CCN(CC)c1ccc(/C=N/N2CCOCC2)c(O)c1	5.9%	4.3
O=C(N/N=C/c1ccc(OC(F)F)cc1OC(F)F)c1ccc(Br)cc1	4.2%	5.5
Cc1nnc(SCC(=O)Nc2sc3c(c2C(N)=O)CCCC3)[nH]c1=O	-3.1%	3.4
CC(C(=O)NCc1ccccn1)c1ccc([N+](=O)[O-])cc1 (configuration not stated)	-6.1%	.
CC1CCCN(C(=O)C2CCN(CC(C)c3ccccc3)CC2)C1 (configuration not stated)	1.0%	.
Next section
SMILES	GlmU inhibition	Mtb RmlCD inh
CCCn1c(SCC(=O)c2ccc3c(c2)OCCO3)nnc1-c1ccco1	2.2%	6.9
O=C(CCC(=O)c1cccs1)NCc1ccccc1	0.4%	0.7
O=C(N/N=C/c1ccc(Cl)cc1)c1cc2c(s1)-c1ccccc1CC2	-0.3%	9.9
C/C=C/C=C/C(=O)OCC(=O)Nc1ccc(Cl)cc1	-6.2%	-10.8
CC1CCC(=C(C#N)c2nc(-c3cc4ccccc4oc3=O)cs2)CC1 (configuration not stated)	2.4%	.
C/C(=N\OCC(=O)Nc1nc2ccccc2s1)c1ccccc1	0.8%	6.2
CCn1cc(/C=N\NC(=O)c2ccc(Cl)cc2)cn1	-0.8%	-3.5
CCN1CCN(C(c2cccs2)C(C)NC(=O)c2ccco2)CC1 (configuration not stated)	1.4%	-2.7
O=C(c1ccc(Cl)nc1)N1CCN(S(=O)(=O)c2ccccc2)CC1	0.8%	.
CNc1nc(C23CC4CC(CC(C4)C2)C3)cs1	0.7%	-17.1
O=C(c1cccnc1)N1CCN(C(=O)c2cccs2)CC1	5.4%	-2.2
O=S(=O)(c1ccc(Cl)cc1)c1snnc1-c1ccccc1	2.5%	10.6
Cc1ccc(-c2nc(CS(=O)CC(=O)NCc3ccc(Cl)cc3)c(C)o2)cc1 (configuration not stated)	-3.1%	6.3
Cc1nc(CNC(=O)c2cc(COc3c(F)cccc3F)on2)cs1	5.0%	-10.3
CSc1ncc(Cl)c(C(=O)C(C#N)c2nc3c(C)cc(C)cc3c(=O)[nH]2)n1 (configuration not stated)	5.2%	-4.1
COc1ccc(C)cc1NC(=O)C(Sc1nnc(Nc2cc(C)ccc2OC)s1)c1ccccc1 (configuration not stated)	6.7%	9.2
CCOc1ccc(CCNC(=O)COC(=O)c2ccccc2O)cc1OCC	0.1%	-7.1
Cn1c(SCC(=O)c2cc3ccccc3o2)nnc1-c1ccccc1	7.3%	19.5
COc1cccc(OCc2nc3ncc(Br)cc3[nH]2)c1	6.0%	.
Cc1cnc(C(=O)OCC(=O)N(C(C)C)C(C)C)cn1	1.9%	.
CCc1ccn2cc(-c3cc(-c4ccccc4)no3)nc2c1	-1.1%	4.4
O=C(O)CN1CCNCC1	-1.2%	3.1
CCOC(=O)c1ccccc1NC(=O)c1cc2sccc2n1C	-5.8%	7.5
